Assay outcomes deposited in PubChem by several laboratories.
FLuc stim CS = firefly luciferase counter-screen for stimulation assays. activation factor at 10 µM. P08659. ATPlite luciferase biochemical, luminescence, 10 min; 0 = ATP-free wells, 1 = DMSO control. 200,000 tested, under 10 active;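 active means luciferase activation factor, scaled between plate controls, of at least 2 with compound at 10 µM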
Target sequence (P08659 whole entry, looked up): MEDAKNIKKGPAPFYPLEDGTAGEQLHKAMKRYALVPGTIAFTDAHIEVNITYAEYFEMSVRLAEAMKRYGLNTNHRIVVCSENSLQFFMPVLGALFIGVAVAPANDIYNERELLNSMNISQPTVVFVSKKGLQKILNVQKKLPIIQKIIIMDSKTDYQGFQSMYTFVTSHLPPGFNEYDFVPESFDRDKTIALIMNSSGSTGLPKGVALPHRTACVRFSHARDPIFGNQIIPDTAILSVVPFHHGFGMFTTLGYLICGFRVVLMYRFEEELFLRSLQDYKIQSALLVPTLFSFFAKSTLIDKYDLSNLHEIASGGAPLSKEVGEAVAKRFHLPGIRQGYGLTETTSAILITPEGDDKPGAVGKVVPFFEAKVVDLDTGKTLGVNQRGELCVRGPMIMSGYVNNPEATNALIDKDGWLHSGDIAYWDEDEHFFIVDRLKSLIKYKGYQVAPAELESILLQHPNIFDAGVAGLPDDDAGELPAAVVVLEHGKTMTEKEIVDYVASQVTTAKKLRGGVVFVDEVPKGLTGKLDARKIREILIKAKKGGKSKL
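Material: Luciferase/luciferin reagent mix | Doses: Test compounds dosed from 2 mM stocks in 100% DMSO | Timing: 10 min incubation after luciferase reagent addition, room temperature | Measured by: Luminescence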
STAT3 activator = increases IL-6 driven STAT3 reporter signal; actives 0.91% (n = 190,000); U3A cells, IL-6 STAT3-luciferase reporter, luminescence; 100% = signal with IL-6 EC80 alone; AID 871; activation (% of control), % at 5.6 µM;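 active means activation above the screen-wide mean of compound activation plus 3 SD, cut at about 130% in these data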;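 further: 0% = background luminescence of wells with medium and substrate only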
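Test system: Human STAT1-deficient U3A cells with stable STAT3-luciferase reporter | Also added: Interleukin-6, 33 ng/mL | Timing: Compound pre-incubation 1 h before IL-6, then 6 h stimulation at 37 °C | Technique: Luciferase reporter luminescence | Read-out: Percent of IL-6-only median luminescence | Benchmarks: IL-6-only wells as 100% reference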
NF-kB neuron act = raises NF-kB expression in human neuronal cells | AID 1239 | fold change at 12.5 µM | actives 1.6% (n = 190,000) | NF-kB reporter expression; active compounds read high; in the data active means fold change above about 3.3
FLuc inh counter = counter-screen for luciferase assay inhibitors: firefly luciferase inhibition. ATPLite firefly luciferase biochemical luminescence, 10 min. inhibition, % at 10 µM. actives 1.5% (n = 200,000);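 active means inhibition above about 50% when tested at 10 µM, limit read from the data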
STAT1 blocker = inhibitors of IFN-gamma induced STAT1 signaling | AID 920 | inhibition, % at 5.5 µM | actives 0.35% (n = 200,000) | NIH 3T3 STAT1-luciferase reporter, luminescence;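 active means inhibition above a set limit, the mean inhibition across all tested compounds plus 3 SD, cut at about 34% in these data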;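 further: 0% = IFN-gamma with DMSO and 100% = IFN-gamma with 300 µM nifuroxazide; values of inactives mirror those of a sister screen read the other way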
APP 5UTR inh = APP translation inhibition; actives 0.82% (n = 190,000); SH-SY5Y APP 5'UTR-luciferase reporter, luminescence; AID 1285; inhibition, % at 2 µM;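 active means inhibition above a set limit, derived from the sample mean plus 3 SD, cut at about 45% in these data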; further: values of inactives mirror those of a sister screen read the other way
STAT3 inh = inhibitors of IL-6 induced STAT3 signaling | AID 862 | actives 0.89% (n = 190,000) | inhibition, % at 5.5 µM | U3A cells, IL-6 STAT3-luciferase reporter, luminescence; host cell line lacks STAT1;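 active means inhibition above the mean inhibition across all screened compounds plus 3 SD, cut at about 44% in these data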;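 further: 0% = DMSO only wells and 100% = 100 µM nifuroxazide control wells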
STAT1 act = STAT1 signaling activation. NIH 3T3 STAT1-luciferase reporter, IFN-gamma, luminescence; 100% = IFN-gamma alone, no compound. activation (% of control), % at 5.5 µM. actives 2.6% (n = 200,000);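 active means activation above the screen-wide mean activation plus 3 SD, cut at about 130% in these data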;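 further: raw ratio to IFN-gamma control signal so 100% means no change and 0% no light; values of inactives mirror those of a sister screen read the other way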
APP 5'UTR act = APP 5'UTR luciferase reporter activation; actives 1% (n = 190,000); SH-SY5Y APP 5'UTR luciferase reporter, luminescence; zero percent = DMSO vehicle wells; activation, % at 2 µM;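 active means activation above a set limit, based on mean plus 3 SD of controls, cut at about 140% in these data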; further: values of inactives mirror those of a sister screen read the other way
ROMK primary = human ROMK K+ channel modulation, primary screen; P48048; Tet-inducible ROMK, thallium flux fluorescence; actives lie on both sides; actives 2% (n = 130,000); B-score at 10 µM; AID 1918;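 active means signal ratio slope over the read window, or its plate-corrected B-score, at least 3 SD from the plate mean, either direction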;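 further: B-score of the F/F0 ratio slope over 7 to 12 s after thallium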
Target sequence (P48048 whole entry, looked up): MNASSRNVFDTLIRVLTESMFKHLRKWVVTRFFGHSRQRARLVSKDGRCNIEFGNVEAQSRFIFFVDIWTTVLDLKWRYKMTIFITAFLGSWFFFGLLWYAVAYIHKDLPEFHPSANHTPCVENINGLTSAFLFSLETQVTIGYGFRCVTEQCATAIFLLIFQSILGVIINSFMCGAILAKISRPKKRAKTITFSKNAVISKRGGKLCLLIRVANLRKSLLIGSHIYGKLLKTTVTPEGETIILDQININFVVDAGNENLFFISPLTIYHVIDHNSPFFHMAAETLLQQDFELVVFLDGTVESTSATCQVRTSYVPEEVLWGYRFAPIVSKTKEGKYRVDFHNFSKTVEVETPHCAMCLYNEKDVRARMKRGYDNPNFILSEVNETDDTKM
An asterisk follows results filed as active; nt = no result given.

#	Structure	FLuc stim CS	STAT3 activator	NF-kB neuron act	FLuc inh counter	STAT1 blocker	APP 5UTR inh	STAT3 inh	STAT1 act	APP 5'UTR act	ROMK primary
1	CCc1nn(C(C)C(=O)NCCc2ccc(OC)c(OC)c2)c(=O)c2cc3occc3n12 (configuration not stated)	1	100.5	0.99	-4.7	-0.9	6.8	3.8	102.2	-6.8	nt
2	CN(C)S(=O)(=O)N1CCC(CO)(Cc2cccc(C(F)(F)F)c2)CC1	1.1	93.7	1.08	-7.0	-2.5	14.8	14.1	100.4	-14.8	-0.244
3	COc1ccc(N/C(=N\c2nc(C)cc(C)n2)NC(C)=O)cc1OC	1	98.2	0.63	-3.0	3.3	11.7	7.2	97.0	-11.7	-0.728
4	O=C1c2ccccc2C(=O)N1CNc1ccccc1	1.1	96.3	1.18	-6.7	1.3	6.7	8.0	98.8	-6.7	nt
5	CC(C)(CO)NC(=O)CCCOc1ccc(Cl)cc1Cl	1	102.5	1.96	0.4	-11.6	-9.0	-3.2	110.7	9.0	0.213
6	CC(C)COc1cccc(C(=O)NC(=S)Nc2cccc(NC(=O)c3ccccc3Cl)c2)c1	1	92.5	1.03	-4.5	21.3	-14.1	9.1	81.3	14.1	0.265
7	COC(=O)CCC(=O)Nc1cccc([N+](=O)[O-])c1	1	101.8	1.24	-3.9	-6.3	1.3	5.6	105.5	-1.3	0.0946
8	CCOc1ccccc1C(=O)Nc1cnn(Cc2ccc(F)cc2)c1	1.1	90.9	0.94	-10.7	0.4	6.0	9.0	99.7	-6.0	-0.104
9	COCCNC(=O)COC(=O)/C=C/c1cnc2ccccc2n1	1.1	112.5	1.2	-11.0	-9.6	1.4	-12.6	108.5	-1.4	nt
10	CCOC(=O)c1c(-c2ccccc2)csc1NC(=O)c1ccc(S(=O)(=O)N2CC(C)OC(C)C2)cc1 (configuration not stated)	1	105.4	0.89	-2.7	5.2	-14.6	1.0	95.2	14.6	nt
11	CN(CCOC(=O)c1ccccc1)Cc1ccccc1	1	105.3	0.96	-4.2	10.3	0.6	-2.1	90.9	-0.6	-0.593
12	CC(=O)c1ccc(-c2nnc(CCC(=O)N(C)Cc3cccc4cnccc34)o2)s1	1.1	96.0	0.83	-9.1	8.2	-1.6	15.4	91.7	1.6	-0.0346
13	COCCNS(=O)(=O)c1ccc(-c2ccc(C)cc2)cc1	1	86.2	1.26	-3.5	7.6	5.1	16.6	93.1	-5.1	-2.22
14	Cc1ccc2[nH]c(=O)c(CN(C(=O)c3cccs3)c3ccccc3)cc2c1	1	94.0	1.06	-3.9	-8.2	-5.8	5.7	107.5	5.8	nt
15	CCOC(=O)CSc1nc(-c2ccccc2)cc(C(F)(F)F)n1	1	111.6	1.24	-4.2	3.3	-13.4	-13.0	96.9	13.4	0.0147
16	O=C(Nc1cc(C(F)(F)F)ccc1F)C1CCCC1	1	97.4	1.15	-2.7	-2.2	3.4	6.7	102.0	-3.4	nt
17	O=C(Nc1ccc(C(=O)O)cc1)/C(=C\C=C\c1ccccc1)NC(=O)c1cccc(Br)c1	1	99.2	1.62	1.1	3.0	-3.8	5.8	94.7	3.8	1.28
18	O=[N+]([O-])c1ccc(NCCCN2CCOCC2)c([N+](=O)[O-])c1	1	101.3	0.94	-2.7	1.0	-20.3	3.0	97.5	20.2	0.00382
19	CC(C)CCNC(=O)c1ccc2c(c1)ncn2C1CCCCC1	1	91.8	1.04	-2.9	-13.8	2.7	13.6	112.4	-2.7	nt
20	Cc1cc(C(=O)NNC(=O)c2ccc(S(=O)(=O)N(C)C)cc2)c(C)o1	1.1	90.4	1.22	-5.1	3.4	-6.4	18.5	96.9	6.4	0.502
21	COc1ccccc1OCCSc1nc2ccccc2c(=O)[nH]1	1	94.8	1.15	-4.0	-25.1	-12.1	11.7	123.0	12.1	nt
22	COc1ccccc1NC(=O)CSCc1ccc([N+](=O)[O-])cc1	1	104.9	0.99	-4.1	2.1	-0.8	-1.0	96.8	0.8	-0.00562
23	S=C(NCc1ccccc1)NC1CCCCC1	1	105.6	1.51	-3.1	-7.9	13.5	0.8	105.3	-13.5	0.0368
24	COc1ccc(C(=O)Nc2ccccc2-c2ccccc2)cc1Cl	1	103.0	1.09	-2.2	6.3	-9.0	-6.0	94.3	9.0	8.34e-05
25	COc1ccc(Cl)cc1S(=O)(=O)Nc1ccncc1	1.1	104.4	0.96	-7.0	-20.6	-4.8	0.2	117.7	4.8	0.818
26	CCOC(=O)c1c(C)[nH]c(-c2csc(C)n2)c1C	0.9	90.2	1.8	5.3	-18.0	14.9	19.2	117.2	-14.9	-0.768
27	Cc1noc(C)c1CN(C(=S)NC1CC2CCC1C2)c1ccccc1 (configuration not stated)	1	93.6	1.05	3.3	10.4	1.8	7.7	90.3	-1.8	-0.789
28	Cc1ccc2cccc(SCC(=O)NCc3ccco3)c2n1	1.1	96.0	1.67	-7.2	-1.5	3.7	11.1	102.6	-3.7	nt
29	O=C(Nc1cc([N+](=O)[O-])ccc1Cl)C1CC1	1	97.9	1.21	-1.2	-13.4	6.2	1.0	112.7	-6.2	0.58
30	Cc1cc2n(n1)SC(Nc1ccccc1)N2 (configuration not stated)	0.9	91.3	1.24	7.0	-5.6	-6.9	18.7	105.1	6.9	0.6
31	CC1(C)CC(=O)C2=C(C1)N(Cc1ccco1)C(=O)NC2(C(F)(F)F)C(F)(F)F	1	106.0	0.96	-3.9	5.8	-8.3	-7.4	96.2	8.3	0.16
32	CC(=O)Nc1ccc(OC(F)(F)C(F)F)c(NC(C)=O)c1	1.1	106.0	0.97	-8.7	0.3	-11.5	-6.9	99.7	11.5	0.645
33	Cc1ccc(CN2CC(C(=O)O)CC2=O)cc1 (configuration not stated)	1	103.4	1.19	-1.4	-1.7	22.3	-0.5	101.6	-22.2	-0.308
34	COc1ccc(S(=O)(=O)Nc2ccccc2C(=O)NCc2ccco2)cc1	1.1	96.2	1.29	-8.7	8.2	-1.5	8.5	92.4	1.5	-0.0232
35	CC(=O)Nc1cccc(-c2nc3ccccc3[nH]2)c1	0.8	94.2	1.18	16.5	-7.2	-3.0	15.3	106.8	3.0	1.46
36	Cc1ccc(CNC(=O)C(NS(=O)(=O)c2cccs2)C(C)C)cc1 (configuration not stated)	1.1	106.3	0.96	-8.2	1.1	-9.6	-2.2	99.0	9.6	nt
37	COc1cccc(NC(=O)c2cc(-c3ccncc3)nc3c(C)cc(C)cc23)c1	1.1	102.0	0.75	-6.3	-18.0	-5.2	2.4	113.6	5.2	-0.0432
38	CCOC(=O)c1ccc(NC(=O)CN(Cc2ccc(Cl)cc2)S(C)(=O)=O)cc1	1	94.3	0.87	-4.9	6.6	1.9	13.2	93.9	-1.9	0.403
39	COc1ccccc1CCNC(=O)CSc1nnc2ccc(-c3cccnc3)nn12	1	100.5	1.18	0.7	1.7	-20.9	3.4	98.0	20.9	0.0865
40	CNC(=S)N1N=C(c2ccc(C)cc2)CC1c1ccc(N(C)C)cc1 (configuration not stated)	1	99.0	1.99	4.5	-13.2	-3.8	8.7	111.9	3.8	0.317
41	Cn1c(=O)c2c(ncn2CC(=O)N/N=C/C(Br)=C/c2ccccc2)n(C)c1=O	1.1	92.2	0.78	-7.7	-3.0	30.3	11.6	102.7	-30.3	nt
42	c1ccc(Cn2c(-c3ccccc3)nc3nc4ccccc4nc32)cc1	1	104.9	0.56	-3.1	5.8	38.7	-8.6	94.9	-38.7	-0.818
43	CC(Sc1ccc2c(c1)OCCO2)C(=O)Nc1ncc(Cl)cc1Cl (configuration not stated)	1.1	98.5	1	-5.3	5.8	-6.5	6.2	94.7	6.5	nt
44	COc1nc(C)nc(NC(=O)NS(=O)(=O)c2ccc(C)cc2)n1	1	99.0	0.86	-2.5	2.5	-12.1	7.1	97.7	12.1	1.23
45	COc1ccc(Cl)cc1NC(=O)c1cc(-c2ccccc2O)n[nH]1	1	94.1	0.99	2.4	-9.4	-15.0	10.3	108.6	15.0	0.0439
46	O=C1c2ccccc2NC(c2cnc3ccccc3n2)N1O (configuration not stated)	0.7	66.0	6.92*	34.1	-65.1	-74.1	40.5	158.9*	74.1	-1.06
47	CCCC1(CCC)C(=O)NC(=NCCc2ccc(OC)c(OC)c2)NC1=O	1	99.0	1.17	-2.9	0.7	5.5	-3.2	99.4	-5.5	nt
48	Cc1ccc(NS(=O)(=O)c2ccc3c(c2)C(=O)c2ccccc2C3=O)c(C)c1	1	103.2	1.23	-2.4	-3.4	-21.1	-6.5	103.0	21.1	-0.471
49	COc1cc(/C=N/NC(=O)CCc2n[nH]c(=O)[nH]c2=O)cc(OC)c1OC	1	90.6	1.02	-2.4	10.5	-4.3	14.2	90.5	4.3	-0.0714
50	CC(/C=C/c1cccs1)=C\C(=O)O	1.1	99.2	1.13	-5.7	3.0	-2.8	5.4	97.2	2.8	nt
51	Cc1cc2cc(CN3C(=O)c4ccccc4C3=O)ccc2[nH]1	1	107.6	1.06	0.6	4.7	-11.9	-4.8	95.8	11.9	1.19

Complete entries from above. Screens in order: FLuc stim CS	STAT3 activator	NF-kB neuron act	FLuc inh counter	STAT1 blocker	APP 5UTR inh	STAT3 inh	STAT1 act	APP 5'UTR act	ROMK primary
COc1ccc(N/C(=N\c2nc(C)cc(C)n2)NC(C)=O)cc1OC is listed as 1	98.2	0.63	-3.0	3.3	11.7	7.2	97.0	-11.7	-0.728
Cc1ccc(CN2CC(C(=O)O)CC2=O)cc1 (configuration not stated) is listed as 1	103.4	1.19	-1.4	-1.7	22.3	-0.5	101.6	-22.2	-0.308
